From PubChem
PP5 inh: inhibitors of human protein phosphatase 5 (PP5). P53041. purified PP5c, OMFP substrate fluorescence. inhibition, % at 6.7 µM. actives 0.18% (n = 320,000);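 active = inhibition above the campaign's mean inhibition across all tested compounds plus 3 SD, cut at about 9.5% in these data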;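 note: 0% = DMSO only and 100% = 100 µM cantharidin control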
EBNA-1 inhibitor: blocks EBNA-1 binding to DNA | EBNA-1 DNA binding, fluorescence polarization | inhibition, % at 14.8 µM | actives 0.34% (n = 300,000) | AID 1950; in the data active = inhibition above about 28%
CTSL1 counter: counter-screen for PFM18AAP inhibitors: inhibitors of F. hepatica cathepsin L1; recombinant F. hepatica cathepsin L1, Z-Leu-Arg-MCA fluorescence; inhibition, % at 5.96 µM; actives 0.49% (n = 300,000); AID 1906;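 active = inhibition above the mean of all tested compounds plus 3 SD, set per screening campaign, cut at about 17% in these data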;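 note: 0% = plate median of test compound wells and 100% = 1 µM Z-Phe-Ala-diazomethylketone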
HCV core dimer: HCV core protein dimerization inhibition; actives 0.33% (n = 300,000); inhibition, % at 5 µM; TR-FRET GST/Flag-core106 dimerization, 1536-well; AID 1899;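 active = inhibition above the mean of all tested compounds plus 3 SD, set per screening campaign, cut at about 45% in these data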
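System: GST-tagged and Flag-tagged HCV core protein residues 1-106 / Input: core106 proteins, GST 13.5 nM and Flag 17 nM / Buffer or medium: KF-containing HEPES buffer, pH 7.45, DTT, CHAPS, BSA / Probe or stimulus: Eu-anti-GST and XL665-anti-Flag labelled anti-tag antibodies / Schedule: 4 h, 22.5 °C incubation / Technique: TR-FRET 671 and 617 nm emission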
PREPL inhibitor: inhibits the human prolyl oligopeptidase-like enzyme; recombinant PREPL, fluorescence polarization activity-based probe; inhibition, % at 5.96 µM; actives 0.68% (n = 320,000); in the data active = inhibition above about 43%;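 note: 0% = enzyme with DMSO and 100% = wells lacking enzyme; many of its hits are not listed in these tables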
Target sequence (Q4J6C6 whole entry, looked up): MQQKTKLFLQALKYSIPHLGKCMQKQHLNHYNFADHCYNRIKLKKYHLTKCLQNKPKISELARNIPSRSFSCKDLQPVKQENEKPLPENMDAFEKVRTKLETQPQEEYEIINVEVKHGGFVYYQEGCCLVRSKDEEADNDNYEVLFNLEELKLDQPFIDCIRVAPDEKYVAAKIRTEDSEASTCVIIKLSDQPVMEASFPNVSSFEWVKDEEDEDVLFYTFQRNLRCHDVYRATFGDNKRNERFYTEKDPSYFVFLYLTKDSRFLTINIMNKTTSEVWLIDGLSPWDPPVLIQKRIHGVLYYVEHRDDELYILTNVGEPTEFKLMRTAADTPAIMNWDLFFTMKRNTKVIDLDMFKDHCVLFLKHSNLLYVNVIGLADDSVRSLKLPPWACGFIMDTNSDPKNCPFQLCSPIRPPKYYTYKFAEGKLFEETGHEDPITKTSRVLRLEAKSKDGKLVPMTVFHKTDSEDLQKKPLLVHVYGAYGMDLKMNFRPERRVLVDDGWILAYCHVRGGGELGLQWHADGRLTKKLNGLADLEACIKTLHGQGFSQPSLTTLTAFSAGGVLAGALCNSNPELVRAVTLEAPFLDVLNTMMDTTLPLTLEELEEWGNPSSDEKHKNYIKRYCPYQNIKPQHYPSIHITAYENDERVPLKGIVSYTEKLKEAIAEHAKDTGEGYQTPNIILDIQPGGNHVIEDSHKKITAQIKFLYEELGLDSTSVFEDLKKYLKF
ZTA counter: ZTA (EBV) inhibition in EBNA-1 counter-screen; P03206; ZTA-DNA binding, fluorescence polarization; inhibition, % at 11 µM; actives 0.15% (n = 320,000); AID 2234; in the data active = inhibition above about 33%
Target sequence (P03206 whole entry, looked up): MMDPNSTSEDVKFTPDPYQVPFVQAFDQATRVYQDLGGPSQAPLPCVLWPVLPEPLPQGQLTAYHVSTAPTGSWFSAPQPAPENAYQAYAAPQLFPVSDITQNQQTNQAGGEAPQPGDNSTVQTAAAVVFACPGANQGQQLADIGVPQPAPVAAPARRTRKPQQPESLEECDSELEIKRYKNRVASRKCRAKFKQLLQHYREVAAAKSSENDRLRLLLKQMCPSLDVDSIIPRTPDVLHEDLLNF
Efflux pump mplx: inhibitors of Candida antifungal efflux pumps expressed in yeast; inhibition, % at 10 µM; actives 0.44% (n = 330,000); S. cerevisiae Candida pump triplex, Nile Red efflux; AID 485275;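 active = plate passing quality check with inhibition over a set limit, or well fluorescence over plate mean plus 4 SD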;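 note: Nile Red retained in pooled yeast measured as flow cytometry median fluorescence; 0% = buffer negative control and 100% = Enniatin B positive control; higher means more Nile Red kept so more efflux inhibition; some compounds called inactive have numbers as strong as hits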
TPT1 inhibitor: inhibitors of Candida albicans tRNA 2'-phosphotransferase TPT1. recombinant caTPT1, FP RNA substrate dephosphorylation. inhibition, % at 5 µM. actives 0.81% (n = 300,000). AID 1962;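 active = inhibition above the mean of all tested compounds plus 3 SD, set per screening campaign, cut at about 24% in these data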;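 note: plate controls were DMSO alone for no effect and ferristatin control at 100 nM for full effect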
PP1 inh: blocks human PP1-alpha phosphatase, a PP5 counter-screen. purified PP1alpha, OMFP fluorescence. actives 0.9% (n = 320,000). inhibition, % at 6.7 µM. P62136;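 active = inhibition above the mean inhibition of all tested compounds plus 3 SD, computed separately for each screening campaign, cut at about 15% in these data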
* hit, by the source's call; nt = not tested or not shown. Some of the compounds tested, so the mix of outcomes need not match the whole.

Start of the data: the first 10 entries (preview)
No.	SMILES	PP5 inh	EBNA-1 inhibitor	CTSL1 counter	HCV core dimer	PREPL inhibitor
1	COc1ccc(N2CCN(C(=O)CCc3ccc(S(=O)(=O)NC(C)(C)C)cc3)CC2)cc1	1.2	6	2	-1	5
2	COc1ccc(C(CC(=O)O)n2cnnn2)cc1 (stereo not given)	-0.4	0	-1	-2	11
3	NC(=O)C(c1cccc(Cl)c1)c1ncc(C(F)(F)F)cc1Cl (stereo not given)	4.6	9	-2	0	5
4	N#CC1=C2SCN(Cc3ccccc3)CN2C(=O)CC1c1ccc2c(c1)OCO2 (stereo not given)	0.4	11	-2	4	5
5	COc1ccc(CC(C)N2CCN(Cc3ccccc3)CC2)cc1OC (stereo not given)	3.9	-6	0	-13	9
6	CC(CN1C(C)CCCC1C)OC(=O)c1ccccc1Br (stereo not given)	3.6	9	-1	6	1
7	COc1ccc2nc(C)cc(SCC(=O)N/N=C/c3c(OC)ccc4ccccc34)c2c1	-0.7	-8	-2	-8	1
8	COc1cc(OC)cc(C(=O)NC(C)CCc2ccccc2)c1 (stereo not given)	3.4	0	-5	-2	-4
9	O=C(Nc1ccc2nc(-c3cccs3)[nH]c2c1)c1ccco1	-3.0	-4	1	-1	5
10	CCN1CCC(O)(C#Cc2ccccc2)CC1	-0.2	5	-4	-11	7

No.	ZTA counter	Efflux pump mplx	TPT1 inhibitor	PP1 inh
1	0	-0.1	-1	-1
2	1	-0.1	-1	0
3	12	0.1	-1	2
4	5	-0.1	1	-4
5	-4	-0.1	0	9
6	3	-0.3	1	-4
7	9	0.0	-1	-2
8	-10	0.1	-1	0
9	9	0.1	4	5
10	-13	0.0	1	-1

Main list, from the start:
No.	SMILES	PP5 inh	EBNA-1 inhibitor	CTSL1 counter	HCV core dimer	PREPL inhibitor
1	COc1ccc(N2CCN(C(=O)CCc3ccc(S(=O)(=O)NC(C)(C)C)cc3)CC2)cc1	1.2	6	2	-1	5
2	COc1ccc(C(CC(=O)O)n2cnnn2)cc1 (stereo not given)	-0.4	0	-1	-2	11
3	NC(=O)C(c1cccc(Cl)c1)c1ncc(C(F)(F)F)cc1Cl (stereo not given)	4.6	9	-2	0	5
4	N#CC1=C2SCN(Cc3ccccc3)CN2C(=O)CC1c1ccc2c(c1)OCO2 (stereo not given)	0.4	11	-2	4	5
5	COc1ccc(CC(C)N2CCN(Cc3ccccc3)CC2)cc1OC (stereo not given)	3.9	-6	0	-13	9
6	CC(CN1C(C)CCCC1C)OC(=O)c1ccccc1Br (stereo not given)	3.6	9	-1	6	1
7	COc1ccc2nc(C)cc(SCC(=O)N/N=C/c3c(OC)ccc4ccccc34)c2c1	-0.7	-8	-2	-8	1
8	COc1cc(OC)cc(C(=O)NC(C)CCc2ccccc2)c1 (stereo not given)	3.4	0	-5	-2	-4
9	O=C(Nc1ccc2nc(-c3cccs3)[nH]c2c1)c1ccco1	-3.0	-4	1	-1	5
10	CCN1CCC(O)(C#Cc2ccccc2)CC1	-0.2	5	-4	-11	7
11	CC(C)c1cc(C(=O)NCCc2ccccc2)no1	-0.5	11	-5	2	-5
12	CCCC(=O)N(c1ccc(OC)cc1)C1C=CS(=O)(=O)C1 (stereo not given)	-0.8	2	0	7	-9
13	N/C(=N\OC(=O)c1cccc2ccccc12)c1ccncc1	-1.9	-4	-2	4	-2
14	CC1=CC(C)[C@@H]2COC(c3ccc(O)cc3)[C@H]1C2C (stereo not given in full)	0.1	-15	-8	-5	-6
15	O=C1CCCN1CCC(=O)N1CCCC(CO)(Cc2ccccc2)C1 (stereo not given)	4.6	-7	5	-15	-3

No.	ZTA counter	Efflux pump mplx	TPT1 inhibitor	PP1 inh
1	0	-0.1	-1	-1
2	1	-0.1	-1	0
3	12	0.1	-1	2
4	5	-0.1	1	-4
5	-4	-0.1	0	9
6	3	-0.3	1	-4
7	9	0.0	-1	-2
8	-10	0.1	-1	0
9	9	0.1	4	5
10	-13	0.0	1	-1
11	3	-0.1	-1	0
12	4	0.0	-2	3
13	-11	0.1	-1	-3
14	-5	0.3	-2	-4
15	-11	-0.2	-4	-2

Further results.
No.	SMILES	PP5 inh	EBNA-1 inhibitor	CTSL1 counter	HCV core dimer	PREPL inhibitor
16	Oc1ccc(/C=N/N2CCOCC2)c(O)c1O	1.6	-9	-1	-5	13
17	O=C(CSc1nc2ccccc2s1)Nc1ccc(N2CCOCC2)c(Cl)c1	0.8	3	-1	8	22
18	CCN(CCO)Cc1cc(=O)oc2c(C)c(C)ccc12	0.0	0	6	-4	4
19	Cc1ccc2c(c1)nnn2C1CCN(S(=O)(=O)c2ccc(C(=O)O)cc2)CC1	1.8	5	-1	9	-4
20	CCn1c(CCCOc2ccc(Cl)cc2Cl)nnc1SCC(=O)Nc1cccc(F)c1	4.2	-16	3	2	14
21	CCN(CC)S(=O)(=O)c1cccc(-c2n[nH]c(=S)n2/N=C/c2ccc(Br)cc2)c1	1.6	14	1	15	13
22	CC1CCCCN1C(=O)c1cccc(NC(=O)c2ccccc2)c1 (stereo not given)	1.9	5	0	3	-1
23	CCOc1ccc(C(=O)NCC(=O)OCC(=O)N2CCC(C)CC2)cc1	-2.1	6	-14	1	-6
24	O=C(COC(=O)CNS(=O)(=O)c1c(F)cccc1F)NC(=O)NC1CCCCC1	-0.1	nt	nt	nt	0
25	COc1cccc(C(=O)CC(=O)C(=O)Nc2ccc(C)cc2Cl)c1	4.5	4	-6	5	-5
26	Cc1nnc(SCc2cccc(CSc3nnc(C)s3)c2)s1	-0.6	-6	0	2	6
27	Cc1cccc(Cl)c1OCCN1CCCC1	2.4	-3	1	-5	-3
28	CCOC(=O)c1c[nH]c2c(C)cc(C)cc2c1=O	-0.4	11	0	4	7
29	CCCCCCCCCC(=O)Nn1cnc2ccccc2c1=O	-0.5	2	3	11	-1
30	CC(C)(C)OC(=O)NCCCCCNC(=O)c1nc[nH]c1C(=O)N1CCN(C(=O)OC(C)(C)C)CC1	-0.8	nt	nt	nt	1

No.	ZTA counter	Efflux pump mplx	TPT1 inhibitor	PP1 inh
16	8	0.2	-7	4
17	14	-0.5	4	1
18	-10	0.0	-1	-1
19	-2	-0.1	-1	0
20	-6	0.5	2	-2
21	-6	0.0	-3	2
22	-11	-0.1	0	-2
23	-2	0.0	-1	-2
24	13	0.0	nt	-1
25	1	-0.1	0	0
26	-1	0.1	0	2
27	-8	0.0	-3	-8
28	7	-0.1	-1	-1
29	11	0.1	-1	-2
30	4	0.2	nt	-1

Additional entries:
No.	SMILES	PP5 inh	EBNA-1 inhibitor	CTSL1 counter	HCV core dimer	PREPL inhibitor
31	CC1CCCCN1C(=O)CSc1nc(-c2ccccc2)cn1N (stereo not given)	2.1	3	-1	4	2
32	O=C(/C=C/c1ccc(Cl)cc1)NCc1ccco1	0.4	-8	4	-7	8
33	COC(=O)COc1ccc(S(=O)(=O)Nc2ccc3c(c2)OCCO3)cc1Cl	-0.5	6	2	-6	16
34	CN1CCN(C(=O)C2=C[C@H](c3ccc(Br)cc3)C[C@H](OCCCCO)O2)CC1	-1.6	1	4	-12	28
35	Cn1c(=O)c2c(nc(CN3CCCCC3)n2CCCc2ccccc2)n(C)c1=O	2.0	-9	2	0	-2
36	Cc1occc1-c1nnc(SCC(=O)c2ccc(Cl)cc2)n1CC1CCCO1 (stereo not given)	0.4	5	1	8	13
37	Cc1cccc(C(=O)Nc2ccccc2N2CCN(c3ccc(F)cc3)CC2)c1	0.4	-23	-1	-6	13
38	CN(CC(=O)Nc1ccc(Cl)cc1)C(=O)C1=COCCO1	0.7	0	1	-3	13
39	CCOC(=O)c1cc2c(=O)n3ccccc3nc2n(CC2CCCO2)c1=NC(=O)/C=C/c1ccccc1 (stereo not given)	-0.7	-7	2	10	8
40	CCC(=O)Nc1ccc2nc3c(=O)[nH]c(=S)[nH]c3nc2c1	0.1	10	12	-13	13
41	COc1ccccc1CC(=O)NNS(=O)(=O)c1ccc([N+](=O)[O-])cc1	-1.1	-13	-4	-2	7
42	COc1ccc(-c2csc(NC(=O)Cn3nc(C)cc3C)n2)cc1	1.8	0	7	-1	4
43	NS(=O)(=O)c1ccc(NC(=S)NNC(=O)c2cccs2)cc1	1.0	-8	2	-12	-4
44	Cc1ccc(-c2nc(-c3ccccn3)no2)cc1Cl	-2.5	-11	-2	9	-9
45	CSc1nnc(Cc2sc(-c3ccccc3)nc2-c2ccccc2)o1	1.5	5	3	5	-10

No.	ZTA counter	Efflux pump mplx	TPT1 inhibitor	PP1 inh
31	8	0.0	0	0
32	-8	0.4	1	3
33	3	-0.1	2	-4
34	-36	-0.1	-3	9
35	14	-0.1	2	-3
36	10	-0.1	-3	0
37	3	0.2	5	-3
38	-15	-0.2	-3	-1
39	-6	0.1	-1	1
40	4	0.0	-23	3
41	-7	0.1	0	1
42	-24	0.2	-5	1
43	3	-0.1	0	-1
44	4	0.2	-32	3
45	15	0.0	-3	-1

The listing continues:
No.	SMILES	PP5 inh	EBNA-1 inhibitor	CTSL1 counter	HCV core dimer	PREPL inhibitor
46	O=C(c1ccncc1)N(Cc1cc2ccccc2[nH]c1=O)C1CCCCC1	1.6	-6	8	2	9
47	CC(C)(C)Nc1nc(Cl)nc(NC2CCCCC2)n1	0.9	7	2	-1	14
48	CCOC(=O)COc1ccc(C(=O)c2ccccc2)c(O)c1	1.4	3	6	-2	8
49	COc1ccc2nc(/N=C(\N)NC(=O)C(C)(C)C)nc(C)c2c1	1.5	2	5	2	1
50	COc1ccccc1NC(=O)COc1cccc2c1CCNC2=O	0.7	2	1	5	15
51	CC(C)CC1NC2(C(=O)N(C)c3ccccc32)C2C(=O)N(C(C)C)C(=O)C12 (stereo not given)	-0.7	-4	-5	-2	-4
52	Cc1cc(NC(=O)C2(c3ccccc3)CCCC2)no1	0.4	-5	4	0	11
53	O=C(O)C(Cc1ccc(O)cc1)N1C(=O)c2ccccc2C1=O (stereo not given)	1.4	-3	-1	10	1
54	CCOC(=O)c1c(C)[nH]c(C(=O)OCC(=O)N2CCN(S(=O)(=O)c3ccccc3)CC2)c1C	1.3	-9	3	7	17
55	CCOC(=O)Cc1nn2c(=O)cc(C)nc2s1	-11	-10	9	0	14
56	Nc1nc(CSc2nc3ccccc3[nH]2)cs1	2.9	9	-2	3	5
57	COc1cccc(Oc2ccc3nnc(C(F)(F)F)n3n2)c1	2.8	-17	-2	1	-6
58	Cc1cc(C)n2nc(C(=O)Nc3cccc(S(=O)(=O)N(C)c4ccccc4)c3)nc2n1	3.9	7	-5	5	11
59	Cc1cc(C(=O)Nn2c(-c3ccc(Br)cc3)nc3ccccc3c2=O)ccc1[N+](=O)[O-]	2.3	-12	-7	5	-13
60	COc1cc(C)ccc1OCCCOc1cc(C)ccc1Cl	3.1	-1	2	3	4

No.	ZTA counter	Efflux pump mplx	TPT1 inhibitor	PP1 inh
46	0	-0.1	0	-4
47	6	0.0	-3	-1
48	-13	-0.1	-4	0
49	23	0.1	0	2
50	-5	0.0	1	-5
51	-1	-0.2	2	-2
52	6	0.1	2	-4
53	0	-0.1	1	2
54	-6	0.1	0	-4
55	-5	-0.1	3	7
56	10	-0.1	0	-4
57	-11	0.1	4	0
58	9	0.1	-1	0
59	-14	0.5	-5	0
60	1	0.0	1	1
